UPR XBP1 act: adaptive UPR (XBP1) activation; CHO-XBP1 luciferase reporter, IRE1-XBP1 UPR activation, luminescence; percent of tunicamycin response, DMSO as zero; activation, % at 20 µM; 330,000 tested, 0.33% active; AID 463104;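 active means versus positive control, 20 µM dose yields 30% or more activation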;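 further: 100% = tunicamycin at 10 µg/mL and 0% = DMSO only wells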
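Signal: luciferase luminescence; Assay system: CHO-XBP1 luciferase reporter cells; Amount: one thousand reporter cells per well; Dosing: 20 µM single concentration, DMSO 1%; Benchmarks: high control tunicamycin 10 µg/mL final, low control DMSO vehicle only; Schedule: 6 h compound exposure at 37 °C, 5% CO2; Evaluation: percent activation relative to tunicamycin reference.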
Gli-Sufu antag: antagonists of Gli-Sufu signaling; 340,000 tested, 0.74% active; Sufu-KO-LIGHT fibroblasts, Gli luciferase reporter luminescence; AID 588413; inhibition, % at 5 µM;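 active means inhibition above about 55%, limit read from the data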;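 further: 0% = DMSO-treated cells and 100% = wells with medium but no cells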
Jurkat NFkB inh: inhibitors of the PMA/ionomycin-induced NF-kB reporter in Jurkat cells; PMA/ionomycin-induced NF-kB luciferase reporter, luminescence; inhibition, % at 4 µM; 330,000 tested, 0.53% active; AID 435003; in the data active means inhibition above about 50%
CCR6 antagonist: blocks CCL20-driven beta-arrestin recruitment at human CCR6. P51684. CHO-K1 CCR6 PathHunter beta-arrestin, luminescence, CCL20-stimulated. inhibition, % at 20 µM. 340,000 tested, 0.49% active. AID 493098;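 active means compounds whose inhibition of the agonist-driven luminescence signal at 20 µM reaches about 50%, limit read from the data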;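 further: cells stimulated with CCL20 at 14 nM final; plate controls were DMSO with CCL20 for no effect and DMSO without agonist for full effect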
Target sequence (P51684 whole entry, looked up): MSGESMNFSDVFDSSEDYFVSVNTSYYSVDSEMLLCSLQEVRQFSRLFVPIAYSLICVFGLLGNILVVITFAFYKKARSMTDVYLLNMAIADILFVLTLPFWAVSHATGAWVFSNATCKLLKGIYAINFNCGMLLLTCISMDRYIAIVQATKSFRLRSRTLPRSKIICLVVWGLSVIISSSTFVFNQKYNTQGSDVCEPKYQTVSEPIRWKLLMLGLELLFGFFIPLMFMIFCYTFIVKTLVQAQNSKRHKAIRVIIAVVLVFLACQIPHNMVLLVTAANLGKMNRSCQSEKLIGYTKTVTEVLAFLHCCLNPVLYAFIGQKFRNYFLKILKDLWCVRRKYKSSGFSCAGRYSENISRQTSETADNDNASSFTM
UPR CHOP act: activators of apoptotic arm of unfolded protein response (CHOP); CHO-CHOP luciferase reporter, UPR activation, luminescence; percent of tunicamycin response over DMSO baseline; activation, % at 10 µM; 330,000 tested, 0.34% active;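 active means at 10 µM dose, activation of 40% or more, normalized to positive control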;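 further: 100% = tunicamycin at 10 µg/mL and 0% = DMSO alone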
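Dosing – one dose, 10 µM in 0.5% DMSO · System – CHO-CHOP cells, stable luciferase reporter of PERK-eIF2a-CHOP signalling · Input – 500 cells/well · Control set – tunicamycin 10 µg/mL final as positive, DMSO-only wells as negative · Timing – 6 h compound treatment, 37 °C · Measure – % activation vs tunicamycin · Technique – luminescence read with Steady-Glo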
Mdm2-MdmX inh: disrupts the human Mdm2-MdmX interaction; O15151+Q00987; SaOS-2 split-luciferase Mdm2/MdmX complementation, luminescence; inhibition, % at 8 µM; 330,000 tested, 3% active; AID 485346;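 active means inhibition of at least 50% at 8 µM in the primary screen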
EBI2 antag: blocks human EBI2 receptor beta-arrestin signaling; EBI2 beta-arrestin recruitment, luminescence, 7a,25-OHC stimulated; inhibition, % at 5 µM; 360,000 tested, 0.81% active; AID 651636; in the data active means inhibition above about 38%;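 further: enzyme fragment complementation signal reports receptor beta-arrestin coupling in cells; 0% = agonist plus DMSO wells and 100% = wells without agonist; some results beyond the cut were filed as inactive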
Target sequence (P32249 whole entry, looked up, the tested form may be a part): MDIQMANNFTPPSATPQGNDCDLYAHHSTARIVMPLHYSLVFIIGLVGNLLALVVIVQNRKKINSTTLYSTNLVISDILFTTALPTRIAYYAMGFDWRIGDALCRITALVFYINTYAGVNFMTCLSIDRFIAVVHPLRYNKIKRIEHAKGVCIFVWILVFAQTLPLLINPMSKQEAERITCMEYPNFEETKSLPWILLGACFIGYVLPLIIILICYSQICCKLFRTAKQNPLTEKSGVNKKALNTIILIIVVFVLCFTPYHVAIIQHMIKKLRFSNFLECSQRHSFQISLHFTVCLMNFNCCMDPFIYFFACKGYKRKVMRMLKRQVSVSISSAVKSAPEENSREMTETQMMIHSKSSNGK
CXCR6 block: inhibitors of human CXCR6 receptor. CHO-K1 PathHunter CXCR6 beta-arrestin, luminescence. O00574. inhibition, % at 20 µM. 360,000 tested, 0.36% active; in the data active means inhibition above about 34%, passing the limit was not always enough;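 further: antagonist mode with CXCL16 agonist at 10 nM final; 0% = 10 nM CXCL16 with DMSO and 100% = unstimulated wells without agonist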
Target sequence (O00574 whole entry, looked up): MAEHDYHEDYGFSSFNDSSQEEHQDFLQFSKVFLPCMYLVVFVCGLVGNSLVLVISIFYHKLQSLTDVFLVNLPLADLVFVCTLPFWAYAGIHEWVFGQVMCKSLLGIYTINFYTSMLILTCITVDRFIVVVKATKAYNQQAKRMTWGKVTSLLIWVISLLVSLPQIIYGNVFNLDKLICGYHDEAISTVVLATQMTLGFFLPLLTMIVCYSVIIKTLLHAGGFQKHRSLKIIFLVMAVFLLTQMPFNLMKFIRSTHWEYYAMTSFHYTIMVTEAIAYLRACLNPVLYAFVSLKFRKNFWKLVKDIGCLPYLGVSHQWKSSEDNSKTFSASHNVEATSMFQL
697 NFkB inh: inhibitors of the PMA/ionomycin-induced NF-kB reporter in 697 B cells; 697 B-cell NF-kB luciferase reporter, 16 h; inhibition, % at 4 µM; 330,000 tested, 0.33% active; in the data active means inhibition above about 35%
* hit, by the source's call; nt = not tested or not shown.

SMILES | UPR XBP1 act | Gli-Sufu antag | Jurkat NFkB inh | CCR6 antagonist | UPR CHOP act | Mdm2-MdmX inh | EBI2 antag | CXCR6 block | 697 NFkB inh
CCN(CCn1cccn1)C(=O)C1CCC(=O)N(CCN2CCOCC2)C1 (stereo not drawn) | -4.1 | 7.0 | -7.2 | -0.5 | 1.6 | 1.0 | 2.3 | 4.6 | -14.3
CC(Sc1nc(-c2ccccc2)cs1)C(=O)Nc1ccc(Cl)cn1 (stereo not drawn) | 0.7 | -4.1 | 5.6 | -2.5 | -2.0 | 6.9 | -6.7 | -8.0 | 14.3
O=C(NNc1nc2ccc(F)cc2s1)c1cccc(F)c1 | 1.3 | -16.8 | -10.5 | -1.2 | 2.6 | 37.3 | 3.1 | -0.3 | -30.7
Cc1cccc(Sc2ccc([N+](=O)[O-])cn2)c1 | 1.1 | -2.6 | 8.4 | -2.8 | -0.7 | 4.0 | 5.1 | -4.6 | 17.4
CC1CCCC/C1=N\NC(=S)Nc1ccccc1 (stereo not drawn) | 1.1 | 3.8 | -3.5 | 9.7 | 2.5 | -3.4 | -6.8 | -8.7 | 6.5
C/C(=N\N=C(c1ccccc1)c1ccccc1)c1ccco1 | 0.4 | -7.4 | -13.2 | 20.9 | -0.4 | -8.2 | 8.4 | 7.7 | 3.4
CS(=O)(=O)NCCCc1ccccc1 | -0.9 | 5.8 | 9.4 | -1.6 | -1.0 | 11.4 | -14.6 | 2.7 | 13.3
OCCOCCn1c(-c2ccccc2)nc(=S)c2c1CCCC2 | -0.6 | -17.0 | 13.0 | 3.2 | -2.3 | 18.5 | 5.0 | -6.1 | 12.4
CS/C(=C/[N+](=O)[O-])Nc1cccc2c1C(C)CC2(C)C (stereo not drawn) | -0.3 | -11.7 | 0.6 | 5.1 | -0.9 | -20.1 | -5.0 | -6.0 | 3.9
O=C(CCNS(=O)(=O)c1ccccc1F)OCc1ccccc1Cl | -4.3 | 1.3 | 11.6 | 9.3 | 0.8 | 13.4 | 8.6 | -8.2 | 7.0
COC(=O)c1ccc(C(c2c(N)n(Cc3ccccc3)c(=O)n(C)c2=O)N2CCOCC2)cc1 (stereo not drawn) | 0.0 | 5.2 | -11.5 | 0.3 | 1.5 | -20.7 | -0.8 | 0.0 | -5.9
O=C1Nc2cc(Cl)cnc2N2CCCC12 (stereo not drawn) | -2.6 | 0.4 | 6.7 | 5.2 | 1.4 | 15.0 | -3.9 | 0.4 | 3.1
COc1ccc(S(=O)(=O)N2CCOCC2)cc1NC(=O)CSc1ncccn1 | -3.5 | -1.0 | -2.5 | 5.4 | -1.2 | 11.7 | -5.5 | 7.9 | -2.4
CN(C(=O)Cn1nnc(-c2ccccc2)n1)C1CCS(=O)(=O)C1 (stereo not drawn) | 1.2 | -9.3 | -5.0 | -0.3 | 1.9 | 12.4 | -6.3 | -1.5 | 8.4
CCc1ccc(OCC(=O)NNC(=O)c2ccc(NC(=O)C3CC3)cc2)cc1 | 0.1 | 1.8 | -3.8 | 1.6 | 0.5 | -26.7 | -0.7 | 0.3 | 6.4
O=C1C=C(c2ccc(F)cc2OCc2ccccc2)C[C@@H](c2ccc(Cl)cc2)C1 | 4.5 | 9.9 | 5.0 | 18.6 | -0.4 | 3.8 | 5.9 | -1.1 | 10.5
CC(=O)c1cccc(N(CC(=O)N2CCCCC2)S(C)(=O)=O)c1 | 1.1 | 3.2 | 6.2 | -1.7 | 0.9 | 11.7 | -2.5 | 3.2 | 5.4
CC(=O)Nc1ccc(S(=O)(=O)NCCN2CCOCC2)cc1 | 0.9 | 0.0 | 4.6 | -12.7 | -1.6 | -30.0 | -1.8 | -9.0 | -13.0
Nc1nc(CSC(=S)N2CCOCC2)nc(Nc2ccccc2)n1 | 4.9 | -64.4 | -81.8 | -5.2 | 8.3 | -45.5 | -7.7 | -7.5 | -70.6
COc1ccc(NC(=O)CSc2nc3[nH]c(=O)cc(O)c3s2)c(OC)c1 | 1.5 | 0.6 | 8.4 | -2.0 | 3.3 | 9.3 | -11.5 | 5.3 | 8.9
Cc1ccc(COC(=O)NCc2cccnc2)cc1 | -3.9 | -2.9 | 9.1 | 2.4 | -1.6 | -2.9 | -0.9 | -5.6 | -2.9
O=C(NCC(c1cccs1)N1CCOCC1)c1ccc(Cl)s1 (stereo not drawn) | -1.2 | 12.3 | 48.7 | 7.8 | -2.1 | 25.7 | -0.2 | -6.6 | -20.3
COc1ccc(C(=O)NCCC2=CCCCC2)cc1OC | -1.6 | -28.4 | -28.1 | 23.4 | -0.5 | 4.2 | -4.9 | 5.9 | -29.2
COc1ccc(S(=O)(=O)N2CCCCCC2)cc1C(=O)Nc1cccc(C)n1 | 0.9 | 6.7 | -11.1 | 8.5 | 1.8 | 24.4 | 7.9 | 7.7 | -9.8
C=CCOC(=O)/C=C/C(=O)NC(N)=O | -2.9 | 8.0 | 20.2 | -4.2 | 4.8 | 3.0 | 6.5 | 0.9 | 7.8
COc1ccc(-c2c(C#Cc3ccsc3)c3cc(-c4cccc5[nH]ccc45)ccc3n2C)cc1 | 6.0 | 6.4 | -24.8 | 7.8 | 0.1 | 13.7 | 6.3 | -4.2 | -22.6
Cc1ccc(NC(=O)c2ccccc2)cc1 | 3.4 | -100.5 | -89.2 | 0.6 | 3.3 | -63.6 | -0.6 | 2.5 | -130.4
Cc1cccc(NC(=O)CSc2nnc(C)c(=O)n2N)c1C | -0.6 | 6.0 | 16.5 | 8.2 | 0.6 | 15.1 | -2.0 | 2.3 | 18.6
CN(c1ccc(F)cc1)S(=O)(=O)c1ccc(Cl)c(C(=O)NCC(c2ccco2)N2CCCCC2)c1 (stereo not drawn) | -3.9 | 33.4 | 19.5 | 12.0 | 1.8 | 6.1 | 5.9 | 9.4 | -17.8
CC(C)c1nc(-c2ccc([N+](=O)[O-])cc2)cs1 | 1.1 | -18.0 | -19.6 | 18.4 | 2.8 | 0.3 | 4.2 | -16.1 | -27.6
CC(C)CCn1c(N2CCC(C(N)=O)CC2)nc2c1c(=O)[nH]c(=O)n2C | -3.3 | 6.5 | -3.6 | 8.0 | -4.5 | 26.4 | -3.7 | 9.4 | 19.5
Cc1nn(Cc2ccc(C(=O)N3c4ccc(F)cc4CCC3C)o2)c(C)c1Br (stereo not drawn) | -5.1 | -19.1 | -6.9 | -14.8 | 1.4 | 13.6 | 11.4 | -8.2 | -51.2
COc1cc(OC)nc(NC(=O)CSc2nc3ccccc3[nH]2)n1 | 2.6 | 4.2 | -14.4 | -10.4 | -1.7 | 13.2 | -4.2 | 0.0 | -15.9
COc1ccc(CN2CCNC(=O)C2CC(=O)NCc2csc(C(C)C)n2)c(OC)c1 (stereo not drawn) | 2.0 | 0.5 | -13.7 | 10.2 | 1.0 | -12.2 | nt | nt | -6.9
CCN(CC(=O)Nc1c(F)cccc1F)C(=O)c1cnccn1 | -1.1 | -0.8 | 6.1 | 5.9 | 0.0 | 12.0 | -1.6 | -2.8 | 21.1
CCCCS(=O)(=O)c1sc2nc(C)cc(C)c2c1N | -2.1 | 1.3 | 1.5 | -1.6 | 0.3 | 9.6 | -4.1 | -5.4 | 14.9

Record cards, as listed above.
Results for COc1ccc(CN2CCNC(=O)C2CC(=O)NCc2csc(C(C)C)n2)c(OC)c1 (stereo not drawn) = UPR XBP1 act = 2.0; Gli-Sufu antag = 0.5; Jurkat NFkB inh = -13.7; CCR6 antagonist = 10.2; UPR CHOP act = 1.0; Mdm2-MdmX inh = -12.2; EBI2 antag = nt; CXCR6 block = nt; 697 NFkB inh = -6.9
Results for C=CCOC(=O)/C=C/C(=O)NC(N)=O = UPR XBP1 act = -2.9; Gli-Sufu antag = 8.0; Jurkat NFkB inh = 20.2; CCR6 antagonist = -4.2; UPR CHOP act = 4.8; Mdm2-MdmX inh = 3.0; EBI2 antag = 6.5; CXCR6 block = 0.9; 697 NFkB inh = 7.8

Other entries follow.
SMILES | UPR XBP1 act | Gli-Sufu antag | Jurkat NFkB inh | CCR6 antagonist | UPR CHOP act | Mdm2-MdmX inh | EBI2 antag | CXCR6 block | 697 NFkB inh
O=C(c1ccc(F)cc1)N1CCCC(c2nc(-c3ccncc3)no2)C1 (stereo not drawn) | -1.3 | -0.7 | 0.7 | 7.5 | -1.9 | -0.8 | -3.8 | 5.5 | -43.1
COCCn1c(SCC(=O)c2[nH]c(C)c(C(C)=O)c2C)nc2ccccc21 | -0.5 | 2.6 | -5.0 | 3.1 | -1.3 | 25.0 | 3.7 | -8.8 | 5.7
N#Cc1ccccc1S(=O)(=O)N1CCN(C(=O)CN2CCCSc3ccccc32)CC1 | -2.0 | -5.6 | 5.2 | -0.9 | -2.6 | -15.7 | -2.1 | 5.4 | 14.1
C=CCNc1nc(Nc2ccc([N+](=O)[O-])cc2)nc(OC)n1 | 5.8 | -24.7 | -13.5 | 13.3 | 0.1 | 18.6 | -15.7 | 2.9 | -21.8
CC(C)(NC(=O)c1ccccc1)c1nc2ccccc2s1 | -0.2 | -3.9 | -18.3 | -0.7 | -1.7 | -21.6 | 4.5 | -14.2 | -13.3
CCN(CC)c1ccc(NC(=O)CSC(=O)c2ccccc2)cc1 | 3.3 | -8.6 | -29.4 | -1.9 | 3.0 | -16.6 | 7.8 | -13.2 | 8.1
O=C(COC(=O)/C=C/c1cccc(Cl)c1)NCCC1=CCCCC1 | -0.2 | -2.0 | 0.5 | 7.5 | 4.5 | -21.7 | -5.5 | 10.7 | -8.5
O=[N+]([O-])c1ccc(Cc2cncc(O)c2)cc1 | -0.2 | 4.0 | -46.9 | 12.0 | -1.0 | -1.0 | -8.7 | -0.4 | -16.2
Cc1ccnc2c(N3C(=O)C4C5C=CC(C5)C4C3=O)cccc12 (stereo not drawn) | -0.2 | 8.5 | -7.1 | -4.6 | -3.7 | 12.5 | 40.4 | -2.5 | 23.5
COC(=O)c1cc(CSC(=N)N)ccc1OCCC(C)C | 0.9 | 2.1 | -25.3 | -4.7 | -0.9 | -0.1 | 0.1 | -8.9 | -8.7
C(=N\n1cnnc1)/c1ccc(-c2ccccc2)cc1 | 4.0 | -18.3 | -14.2 | 20.7 | -0.2 | -2.5 | -7.6 | -2.7 | 13.1
CCCNC(=O)C(Cc1ccc(C(F)(F)P(=O)(OCC)OCC)cc1)NC(=O)c1ccc(C#N)cc1 (stereo not drawn) | -4.5 | -9.4 | 4.1 | 12.5 | 1.2 | 21.9 | -3.6 | -5.4 | 14.9
Cc1cccc2c1N(CCCOc1ccc(C(C)(C)C)cc1)C(=O)C2=O | -3.0 | -4.7 | 4.2 | 51.5* | 0.3 | 27.1 | 3.6 | 23.7 | -2.1
Cc1cc(C)n(CCC(=O)N2CCc3ccccc32)n1 | -3.3 | 4.9 | 8.3 | 2.5 | 1.0 | 1.4 | -9.1 | -18.3 | -11.8
CCSc1nc2nn(-c3ccccc3)c(=O)c-2c2n1CCCCC2 | -7.8 | -7.2 | 3.1 | 10.9 | -0.6 | -10.0 | -1.9 | 14.2 | 6.2
O=C(Nc1cccnc1)c1cccc(S(=O)(=O)N2CCCCC2)c1 | -1.2 | -0.4 | -1.7 | 4.5 | -1.4 | 9.9 | -4.1 | -4.7 | 7.7
c1ccc2c(C[C@@H]3CNCCN3CC3CCCCC3)cccc2c1 | -3.0 | 13.3 | 27.1 | 7.3 | 0.7 | 48.9 | -8.2 | -1.8 | 20.4
